Source: PubChem
Lipid storage S3: qHTS Assay for Lipid Storage Modulators in Drosophila S3 Cells | Drosophila S3 cells, BODIPY lipid droplet fluorescence, 18-24 h; cells fed with added oleic acid | Potency in µM for hits, for the others lipid storage change, negative = inhibition, % at the top dose, mostly 46.1 µM | AID 2685 | 320,000 tested, 0.64% active; active means well fitted inhibition curve with a large enough effect in the signal ratio, with a control signal flat, not every such curve was filed as active; inconclusive means small, poorly fitted or top-dose-only effect, or effect the other way, or a change in a side signal; the % refers to the signal ratio
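Drosophila S3 cells got compounds at several concentrations plus oleic acid (400 uM solution). Laser-scanning cytometry with 488 nm excitation read lipid droplets at 500-530 nm and cells at 575-640 nm. Percent activity was relative to 20 uM Triacsin C.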
Lipid storage S3 cell count max: further read-out of Lipid storage S3, marked with its call; cell number change, %; measured here: cell count max response;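 cells counted by Cell Tracker Red CMTPX staining in the red channel; peak over a dose series mostly up to 46.1 µM; percent activity relative to internal control wells on each plate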
The depositor's hits bear a star; i = inactive; u = inconclusive; x = not tested or not shown. On the % scale 0 is the no-effect control and ±100 the full control effect; potency means the concentration at half of the fitted maximal effect.

Lipid storage S3,Lipid storage S3 cell count max,SMILES
15%,-6,O=C(COC(=O)c1ccc(Sc2ccccc2)c([N+](=O)[O-])c1)NC1CCS(=O)(=O)C1 (stereo unspecified)
0%,19,Nc1c(C(=O)c2ccccc2)sc2snc(SCC(=O)c3ccccc3)c12
u,x,CN1CCc2c(sc(NC(=O)C3COc4ccccc4O3)c2C(N)=O)C1 (stereo unspecified)
1%,10,CCCc1cc(=O)[nH]c(SCC(=O)N2C(C)CCCC2C)n1 (stereo unspecified)
-10%,1,CSc1nc2ccc(NC(=O)c3cc4ccccc4o3)cc2s1
-9%,13,CNC(=S)N(CCc1ccc(S(N)(=O)=O)cc1)C1CC(=O)N(c2ccccc2F)C1=O (stereo unspecified)
u,x,Cc1ccc(N2C(=O)C(NC(=O)c3ccccc3F)(C(F)(F)F)C3=C2CC(C)(C)CC3=O)cc1 (stereo unspecified)
-8%,16,Cc1ccc(NC(=O)CN2C(=O)S/C(=C\c3ccc(-c4cccc(C(=O)O)c4C)o3)C2=O)cc1C
14%,2,Cc1cccc(NC(=S)N/N=C/c2cccc(O)c2)c1C
u,x,CC(=O)N1C(O)CC(C)N1c1ccccc1 (stereo unspecified)
1%,4,CCOc1cc(/C=C2\SC(=O)N(c3ccc(O)cc3)C2=O)ccc1O
u,x,CC(C)C1Oc2ccccc2N(CC(=O)N(Cc2ccccn2)CC2CCCO2)C1=O (stereo unspecified)
2%,-8,COC(=O)c1c(-c2ccc(C)cc2)csc1NC(=S)NC(=O)c1cc(OC)cc(OC)c1
3%,1,Cc1cccc(CNC(=O)C2CCC(=O)N(CCc3cccc(F)c3)C2)n1 (stereo unspecified)
u,x,COC(=O)c1ccc(NC(=S)NC2CC(C)(C)NC(C)(C)C2)cc1
12%,1,Cc1ccc(C(C)NC(=O)c2cc3ccccc3oc2=O)cc1C (stereo unspecified)
18%,3,Cc1cccc(-n2c(N)cc(=O)nc2SC(C)C(=O)NC2CCCCC2)c1 (stereo unspecified)
u,x,Cc1ccc(C)c(C(=O)CSc2n[nH]c(C)n2)c1
2%,1,Nc1c(Cl)ncnc1N1CCOCC1
-13%,-17,CC(C)OCCCNS(=O)(=O)c1ccc2ccccc2c1
u,x,CCC(C(=O)N1CCCCCC1)n1nc(C)n2c(cc3occc32)c1=O (stereo unspecified)
19%,x,Cc1ccc(Cc2nc3ccccc3[nH]2)cc1
9%,4,CC(=O)Nc1ccc(Oc2cc(N)cc([N+](=O)[O-])c2)cc1
-7%,-12,COc1ccc(C(=O)NC2CCN(C(=S)Nc3ccc(C)c(C)c3)CC2)cc1
17%,9,O=C(c1cccnc1)N1CCN(c2ccccc2Cl)CC1
u,x,Cc1ccc(CN2CCN(CC(=O)NC(C)c3ccc4c(c3)OCCO4)C2=O)cc1 (stereo unspecified)
u,x,Cc1nn(C)cc1CNC(=O)c1cnn2c1NC(c1ccc(Br)cc1)CC2C(F)(F)F (stereo unspecified)
u,x,Cc1ccc2c(C)nc(Nc3nc(CSc4nnnn4-c4ccccc4)cc(=O)[nH]3)nc2c1
u,x,O=C(CSc1nc2ccccc2c(=O)n1Cc1ccco1)Nc1cccc(O)c1
u,x,N#CC(C(=O)Nc1ccc(Cl)c(Cl)c1)=C1Nc2ccccc2N1
7%,14,CCCCCOCC1CC(C/C(C)=N/NC(N)=S)C(=O)O1 (stereo unspecified)
1%,-3,CCn1c(CC(=O)Nc2ccc(F)cc2)nnc1SCC(=O)NC1CCCC1
u,x,Cc1ccc2c(c1)C(c1ccccc1)N(C(=O)c1ccc(S(=O)(=O)N3CCOCC3)cc1)CC(=O)N2 (stereo unspecified)
1%,0,CCOC(=O)C1(Cc2ccccc2)CCN(Cc2cccc(OC)c2O)CC1
15%,-2,O=C(Nc1ccc(F)cc1)C(=O)c1c(O)[nH]c2ccc([N+](=O)[O-])cc12
u,x,O=[N+]([O-])c1ccccc1OCCOCCOc1cccc2cccnc12
u,x,CC1CN(C(=O)/C(=C/c2ccco2)NC(=O)c2ccccc2)CC(C)O1 (stereo unspecified)
u,x,CCN(C(=O)Cn1c(=O)oc2ccccc21)c1ccc(C)c(C)c1
u,x,Cc1ccn(CC(=O)NC2CC(C)(C)Cc3c2cnn3-c2ccc(F)cc2)n1 (stereo unspecified)
25%,2,COc1ccc(-n2nc3c(c2NC(=O)CCCl)CSC3)cc1
-2%,-10,c1ccc2c(N3CCOCC3)nc(-c3ccncc3)nc2c1
5%,18,Cc1nnc(NC(=O)CSc2nnc(C)n2Cc2ccccc2)s1
23%,-3,C/C(=N/NS(=O)(=O)c1ccc(C)c(C)c1)c1c[nH]c2ccccc12
u,x,CCOC(=O)CNC(=S)N(Cc1ccco1)Cc1ccccc1Cl
-14%,-2,C#CCN1C(=O)S/C(=C\c2ccc(N3CCOCC3)cc2C)C1=O
u,x,CCCCn1c(N)c(NCCC)c(=O)[nH]c1=O
u,x,COC(=O)c1cccc(NC(=O)C2CCCN2C(=O)c2cccs2)c1 (stereo unspecified)
-13%,0,Cc1cc(/C=N/n2cnnc2)c(C)n1-c1ccc(OCc2ccccc2F)cc1
u,x,Cc1ccc(Cl)cc1NC(=O)C1CCCCC1C(=O)O (stereo unspecified)
i,5,COc1ccc(-c2cn(CCCOCc3ccccc3)nn2)cc1

Seven records picked at random from the list so far:
Lipid storage S3,Lipid storage S3 cell count max,SMILES
7%,14,CCCCCOCC1CC(C/C(C)=N/NC(N)=S)C(=O)O1 (stereo unspecified)
u,x,O=C(CSc1nc2ccccc2c(=O)n1Cc1ccco1)Nc1cccc(O)c1
-14%,-2,C#CCN1C(=O)S/C(=C\c2ccc(N3CCOCC3)cc2C)C1=O
-2%,-10,c1ccc2c(N3CCOCC3)nc(-c3ccncc3)nc2c1
u,x,Cc1ccc2c(C)nc(Nc3nc(CSc4nnnn4-c4ccccc4)cc(=O)[nH]3)nc2c1
u,x,O=[N+]([O-])c1ccccc1OCCOCCOc1cccc2cccnc12
u,x,Cc1nn(C)cc1CNC(=O)c1cnn2c1NC(c1ccc(Br)cc1)CC2C(F)(F)F (stereo unspecified)

The list continues:
Lipid storage S3,Lipid storage S3 cell count max,SMILES
-3%,8,COc1ccc(CCNC(=O)C(=O)Nc2ccc3c(c2)OCO3)cc1OC
u,x,CCC(=O)Nc1c(C)ccc2nsnc12
u,x,COc1ccccc1N1CCN(C(=O)c2cccs2)CC1
u,x,COCCCNC(=O)CNC(=O)c1cn(-c2ccccc2OC)c(=O)c2ccccc12
-17%,-10,COc1ccc(-c2nc3ccccc3n2OCC(=O)O)cc1
13%,-11,N#CC1=C(N)Oc2n[nH]c(-c3ccccc3)c2C1c1cccc(OC(=O)N2CCOCC2)c1 (stereo unspecified)
-2%,19,CCOC(=O)c1ccccc1NC(=O)C1CC(=O)N(C(C)(C)C)C1 (stereo unspecified)
u,x,O=C(c1ccccc1)N1N=C(c2ccccc2)CC1(O)C(F)(F)F (stereo unspecified)
u,x,C/C(CC(=O)NC12CC3CC(CC(C3)C1)C2)=N\NC(=O)c1ccc(C)cc1
-1%,21,CCc1nnc(NS(=O)(=O)c2ccc(NC(=O)/C=C/c3ccc(F)cc3)cc2)s1
u,x,CCOC(=O)c1ccc(NC(=S)N(CCN(C)C)C(C)c2ccncc2)cc1 (stereo unspecified)
i,-23,CCOc1ccccc1N(CC(=O)NCCSc1ccccn1)S(=O)(=O)c1ccccc1
-7%,-10,O=C(CCSc1ccccc1)NCCSCc1ccco1
3%,9,CN(C)S(=O)(=O)c1ccc(C(=O)OCC(=O)Nc2sc3c(c2C#N)CCCCC3)cc1
u,x,NS(=O)(=O)c1ccc(CCNC(=O)Cc2ccc(Cl)cc2)cc1
6%,1,O=C(CCn1nnc2ccccc21)Nc1nnc(COc2ccc(F)cc2)s1
11%,15,O=C(COC(=O)Cc1ccc(Cl)cc1)Nc1ccccc1-c1ccccc1
u,x,COc1ccc(NC(=O)C2CCCN(S(=O)(=O)c3cccnc3)C2)cc1OC (stereo unspecified)
u,x,Cc1noc(/C=C/N(C)C)c1S(=O)(=O)N1CCCC(C(=O)N2CCCCC2)C1 (stereo unspecified)
5%,17,O=C(COC(=O)C1CC2C=CC1C2)Nc1ccccc1F (stereo unspecified)
u,x,CCSC1=C(C#N)C(c2cccc(OC)c2)CC(=O)N1 (stereo unspecified)
u,x,CC1Cc2ccccc2N1S(=O)(=O)c1cccc(C(=O)NC2CC2)c1 (stereo unspecified)
u,x,C#CCNc1nc(CC)nc2c1nnn2Cc1ccccc1F
u,x,CN(C)C(=O)c1cc(S(=O)(=O)N(C)C)c(Cl)cc1N1CCCC1
i,24,COc1ccc(OC)c(NC(=O)CCN2C(=O)c3ccccc3C2=O)c1
u,x,Clc1ccccc1CSc1nnc(-c2ccco2)c(-c2ccco2)n1
u,x,COc1ccc(-c2c[n+]3c(n2-c2ccc(C)cc2)CCCCC3)cc1
u,x,Cc1ccc(CNCCCSc2nc(C)cc(C)n2)cc1
17%,8,COCCNC(=S)N/N=C(\C)c1ccc2cc(OC)ccc2c1
u,x,COc1cc2c(cc1OC)CN(c1ccc(C(N)=O)cc1[N+](=O)[O-])CC2
u,x,COc1ccc(CSc2nnnn2C)cc1[N+](=O)[O-]
1%,11,Cc1cc(CN(C)C(=O)c2cc(COc3ccc(F)cc3Cl)on2)n[nH]1
u,x,Cc1ccc(NC(=O)NC2CCCCCCC2)cc1
u,x,COc1ccc(N(C)C(=O)C2CCCN2S(=O)(=O)c2cccc3nsnc23)cc1 (stereo unspecified)
i,-23,O=C(CCNC(=O)N1CC(=O)Nc2ccccc21)Nc1ccc(Br)cc1F
u,x,Cc1cc(=O)oc2ccc(OCC(=O)NCc3ccco3)cc12
u,x,O=C(NC(=S)Nc1ccc(N2CCCCC2)c(Cl)c1)c1ccc2c(c1)OCCO2
u,x,Nc1c(C(=O)Nc2ccccc2)sc2nc(-c3ccco3)ccc12
u,x,Cc1ccc(S(=O)(=O)Nc2cccc(C(=O)N3CCC(C(N)=O)CC3)c2)cc1
i,-15,C/C(=N\NC(=O)c1cccc(O)c1)c1ccc(NC(=O)Cc2ccccc2)cc1
0%,4,COc1cc(OC)cc(C(=O)NCC2CCCN(Cc3cccc(C(C)=O)c3)C2)c1 (stereo unspecified)
-11%,-2,CC(=O)c1ccc(N2CCN(C(=O)CCc3ccccc3)CC2)cc1
u,x,O=C(Nc1cccc(S(=O)(=O)N2CCCCC2)c1)c1cnccn1
u,x,C=CCN1CCN(C(c2ccc(Cl)cc2)c2nnnn2CCc2ccc(OC)c(OC)c2)CC1 (stereo unspecified)
u,x,O=C(NCCN1CCOCC1)c1cc(Cl)ccc1Cl
8%,-15,Cc1nc(C)c(-c2csc(Nc3cccc(O)c3)n2)s1
u,x,CCN1C(=O)[C@H]2[C@@H](c3ccc(C)cc3)N3C(=O)N(c4cccc(F)c4)C(=O)[C@@]3(Cc3ccc(Cl)cc3)[C@H]2C1=O
u,x,O=C(Nc1ccc2c(c1)OCO2)O[C@@H]1C[C@H]2CCCC(=O)N3CC[C@@H](C1)[C@@H]23
u,x,COc1ccc(C)cc1S(=O)(=O)N1CCN(C(=O)c2ncoc2-c2ccc(F)cc2)CC1
-5%,7,Cc1ccc(-n2nnnc2SCC(=O)Nc2cc(C)on2)c(C)c1

The list continues:
Lipid storage S3,Lipid storage S3 cell count max,SMILES
u,x,CCOc1ncccc1C(=O)Oc1ccc2c(c1)OCO2
u,x,COC(=O)c1cn(Nc2ncc(C(F)(F)F)cc2Cl)c(=O)c2ccccc12
u,x,COc1cc(-c2n[nH]c(=S)n2-c2ccc(C)cc2)cc(OC)c1OC
u,x,COC(=O)c1[nH]c2cc(OC)ccc2c1NC(=O)CCN1CCN(c2ccccc2)CC1
8%,5,O=c1cc(CSc2ccccn2)[nH]c(=O)[nH]1
i,-12,Cc1cc(-c2ccccc2N)n[nH]1
2%,4,CC(C)(C)N(C(=O)Cn1nnc(-c2ccc(F)cc2)n1)C(C(=O)NC1CCCC1)c1ccncc1 (stereo unspecified)
11%,5,O=C(NCC(O)c1ccc2ccccc2c1)c1c(F)cccc1F (stereo unspecified)
u,x,Cc1cc(=O)oc2cc(OCC(=O)NCCc3nc4ccccc4[nH]3)ccc12
u,x,CN(C)C(=O)CNC(=O)C1CCCCC1
3%,5,O=C(Nc1ccccc1C(=O)N1CCCC1)c1ccccc1
-14%,-3,CC(=O)Nc1sc2c(c1C(N)=O)CCCC2
3%,9,Cc1scc(C(=O)NNC(=S)NCC2CCCO2)c1-c1ccccc1 (stereo unspecified)
3%,15,Clc1ccc(C(CCN2CCCC2)Cc2ccccc2)cc1 (stereo unspecified)
u,x,CCc1nnc2n1N=C(c1cccc([N+](=O)[O-])c1)CS2
-2%,-5,CNC(=O)COC(=O)/C=C/c1nc2ccccc2s1
i,x,O=C(NCCCN1CCCC1=O)c1c(O)nc2ccccn2c1=O

4 entries from above, as a markdown table:
| SMILES | Lipid storage S3 | Lipid storage S3 cell count max |
| --- | --- | --- |
| O=C(Nc1ccccc1C(=O)N1CCCC1)c1ccccc1 | 3% | 5 |
| CC(=O)Nc1sc2c(c1C(N)=O)CCCC2 | -14% | -3 |
| Cc1scc(C(=O)NNC(=S)NCC2CCCO2)c1-c1ccccc1 (stereo unspecified) | 3% | 9 |
| Clc1ccc(C(CCN2CCCC2)Cc2ccccc2)cc1 (stereo unspecified) | 3% | 15 |

Not all compounds are listed; the hit share may differ from the screen's.
